Source: PubChem BioAssay (several laboratories)
Mcl-1 Bim block – disrupts Bim peptide binding to human Mcl-1; Q07820; Bead-based flow cytometry, Bim peptide-Mcl-1 binding; inhibition, % at 10 µM; 0.1% of 190,000 active; in the data active = inhibition above about 40%;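 also: 0% = no compound tracer wells and 100% = peptide blocker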
Target sequence (Q07820 whole entry, looked up): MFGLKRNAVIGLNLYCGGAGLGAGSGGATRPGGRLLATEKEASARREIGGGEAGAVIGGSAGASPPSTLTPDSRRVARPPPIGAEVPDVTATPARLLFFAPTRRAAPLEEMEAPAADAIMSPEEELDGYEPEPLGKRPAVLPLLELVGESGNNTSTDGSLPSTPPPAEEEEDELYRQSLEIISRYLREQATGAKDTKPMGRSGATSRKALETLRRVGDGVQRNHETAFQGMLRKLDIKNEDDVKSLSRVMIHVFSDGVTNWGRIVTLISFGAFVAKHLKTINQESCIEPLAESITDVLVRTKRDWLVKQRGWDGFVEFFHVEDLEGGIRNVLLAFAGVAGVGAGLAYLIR
Mcl1 Bid PPI – disrupts binding of human Mcl-1 to Bid peptide; inhibition, % at 21.7 µM; TR-FRET Mcl-1/Bid-Dy647 peptide binding, 1536-well; Q07820; 0.97% of 220,000 active;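 active = compounds that cut the binding signal by more than half at the single screening dose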;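 also: His-tagged Mcl-1 with europium anti-His antibody binding Bid BH3 peptide; 0% = Mcl-1 plus peptide wells and 100% = peptide-only wells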
Rac1 wt GTP bind – human Rac1 wildtype GTP binding, inhibitors and activators | 0.27% of 190,000 active | P63000 | GST-Rac1 beads, fluorescent GTP binding, flow cytometry; actives lie on both sides; 0 = cold GTP competed, 100 = untreated | GTP binding activity (% of control), % at 10 µM;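 active = GTP binding activity at least 20 points away from the 100% control level, either lower or higher; inconclusive = compound flagged as likely green fluorescent, judged across all proteins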
HRas wt GTP bind – modulators of GTP binding to human HRas wildtype. 0.14% of 190,000 active. P01112. GST-Ras wt beads, Bodipy-FL-GTP binding, flow cytometry; actives lie on both sides. GTP binding activity, % at 10 µM;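 active = GTP binding activity at least 20% away from the 100% baseline, either lowered as inhibitor or raised as activator; inconclusive = flagged as likely green fluorescent, judged across all proteins in the well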;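 also: 0% = unlabeled GTP competition control and 100% = no-compound control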
Target sequence (P01112 whole entry, looked up): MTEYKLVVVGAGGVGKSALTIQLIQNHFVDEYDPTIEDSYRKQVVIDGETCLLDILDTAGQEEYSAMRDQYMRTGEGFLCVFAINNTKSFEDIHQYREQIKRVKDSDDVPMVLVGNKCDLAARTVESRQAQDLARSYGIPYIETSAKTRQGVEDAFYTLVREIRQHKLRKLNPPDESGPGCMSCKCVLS
Pf gamet viab – inhibitors of late stage P. falciparum gametocyte viability; P. falciparum stage V gametocytes, ATP luminescence, 24 h; 0.065% of 150,000 active; inhibition, % at 10.9 µM;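 active = inhibition above the mean plus 3 SD of compounds within the control limits, set per campaign, cut at about 38% in these data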;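 also: 0% = DMSO wells and 100% = medium only without gametocytes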
Mcl1-Noxa inh – Mcl-1/Noxa interaction inhibition. TR-FRET Mcl-1/Noxa peptide binding, 2 h. inhibition, % at 21.7 µM. 1.5% of 220,000 active. AID 1022;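 active = compounds that cut the protein-peptide binding signal by more than 50% relative to plate controls in a single-dose test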;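 also: His-tagged Mcl-1 with rhodamine Noxa BH3 peptide and terbium anti-His antibody; 0% = Mcl-1 plus Noxa peptide wells and 100% = peptide-only wells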
Rab2A wt mod – changes GTP binding to wildtype dog Rab2A, up or down; P61105; GST-Rab2 wt beads, Bodipy-GTP binding, flow cytometry; GTP binding activity, % at 10 µM; 0.19% of 190,000 active; AID 760;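 active = GTP binding activity at least 20 points away from 100%, either lowered or raised; inconclusive = signal likely due to the compound's own green fluorescence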;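 also: 0% = beads with excess unlabeled GTP and 100% = no-compound control corrected for plate trend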
Cdc42 wt – modulators (inhibitors or activators) of GTP binding to human Cdc42 wildtype. P60953. GST-Cdc42 beads, Bodipy-GTP binding, flow cytometry; actives lie on both sides. percent activity (GTP binding), % at 10 µM. 0.2% of 190,000 active. AID 761;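 active = percent activity GTP binding at least 20 points away from the 100% baseline, either down as inhibitor or up as activator; inconclusive = compound flagged as likely green fluorescent from well-wide comparison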;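 also: median bead fluorescence of bound Bodipy-FL-GTP at 100 nM; 0% = excess unlabeled GTP control and 100% = no compound control; below 100% means less GTP binding so inhibitor and above means activator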
Target sequence (P60953 whole entry, looked up): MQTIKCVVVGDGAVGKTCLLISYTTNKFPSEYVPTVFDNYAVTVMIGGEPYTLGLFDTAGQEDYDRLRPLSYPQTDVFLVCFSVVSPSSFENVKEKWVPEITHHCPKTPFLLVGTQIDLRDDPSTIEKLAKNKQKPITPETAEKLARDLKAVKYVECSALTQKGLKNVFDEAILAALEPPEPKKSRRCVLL
Rac1 act GTP bind – modulators of GTP binding to human Rac1 activated mutant | 0.11% of 190,000 active | GST-Rac1 activated beads, fluorescent GTP binding, flow cytometry; actives lie on both sides; 100% means binding = to untreated wells | percent activity (GTP binding), % at 10 µM;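 active = GTP binding at least 20 percentage points away from the 100% baseline, in either direction, so actives lie on both sides; inconclusive = Compound likely fluorescent itself, or too few beads counted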
Rab7 wt modul – dog Rab7 wildtype GTP binding, inhibitors and activators; GST-Rab7 beads, fluorescent GTP binding, flow cytometry; actives lie on both sides; untreated = 100%, excess cold GTP = 0%; GTP binding activity (percent of control), % at 10 µM; 0.055% of 190,000 active;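 active = fluorescent GTP binding to Rab7 beads changed by at least 20 points from the 100% baseline, either direction, mostly lower; inconclusive = compound itself probably fluorescent, or too few beads counted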;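 also: median green fluorescence of bound Bodipy-FL-GTP per Rab7 bead population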
Avidin bead fluor – compound fluoresces at 488/530 nm on avidin beads. fluorescence (KMESF) at 10 µM. 0.38% of 220,000 active. compound fluorescence 488/530 nm, flow cytometry; hits give high values; in the data active = fluorescence above about 47; also: inactives centre near 10
Numbers without * were called inactive; u = inconclusive; x = not tested or not shown. An unsorted share of the library; overall some 2.7% were active at least once.

SMILES	Mcl-1 Bim block	Mcl1 Bid PPI	Rac1 wt GTP bind	HRas wt GTP bind	Pf gamet viab	Mcl1-Noxa inh	Rab2A wt mod	Cdc42 wt	Rac1 act GTP bind	Rab7 wt modul	Avidin bead fluor
Cc1ccc(-c2sc(-c3ccccc3)nc2CC(=O)Nc2ccccc2F)cc1	-1	-3	103	102	-50	-13	103	98	100	101	4
O=C(Cc1ncc(C(F)(F)F)cc1Cl)N1CCN(c2ccccn2)CC1	-3	-13	97	97	3	2	94	97	98	92	10
CCCCCC(=O)Nc1cccc2ccccc12	1	-15	106	98	-8	6	96	96	94	95	10
CCc1ccccc1Nc1nc(N)nc(CSCC(=O)Nc2ccc(C)c(C)c2)n1	-3	-7	104	102	x	3	101	102	101	99	13
COc1cccc(C2CC(c3cccc(OC)c3)n3nc(N)nc3N2)c1 (configuration not stated)	1	-28	101	101	x	3	100	102	99	97	7
CC(=O)Nc1ccc(NS(=O)(=O)c2cc([N+](=O)[O-])ccc2C)cc1	0	-9	100	96	20	9	96	95	96	99	12
COc1ccc(C(=O)Cn2c(C(=O)/C=C/c3ccccc3)nc3ccccc32)cc1	0	11	101	99	x	9	99	100	97	101	5
CSc1nnc(CNC(=O)c2ccccc2)n1-c1ccc(F)cc1	1	30	106	101	x	37	101	103	97	100	9
Cc1ccc(C2=NN(C(=O)c3cccs3)C(c3ccccc3O)C2)cc1 (configuration not stated)	0	-9	94	96	-9	-2	96	97	96	100	21
CN(C)CCCN1CC(C(=O)O)CC1=O (configuration not stated)	-1	-12	105	99	x	4	100	99	97	99	10
O=C(Cn1ccc(C(F)(F)F)n1)Nc1cccc(S(=O)(=O)N2CCCCC2)c1	-1	-40	99	95	-8	-8	99	97	97	95	10
C[C@]12C[C@H](O)[C@H]3[C@@H](CCC4=CC(=O)CC[C@@]43C)[C@@H]1CC[C@@H]2C(=O)CO	-3	0	104	103	x	2	104	103	102	102	7
CCOC(=O)N1CCN(c2nc(C(F)(F)F)nc3c(C)cc(C)cc23)CC1	-3	-11	101	99	-1	0	95	99	97	103	14
CCOc1ccc2nnc(-c3ccc(Br)cc3)n2n1	2	2	100	98	2	-2	96	99	97	98	7
CC1=CS(=O)(=O)CC1Sc1nc(C)n[nH]1 (configuration not stated)	-1	-17	92	95	-9	11	97	93	92	93	10
CC1CCc2c(sc(NS(=O)(=O)c3ccccc3)c2C(=O)OC(C)C)C1 (configuration not stated)	-1	-20	99	98	15	6	96	99	95	96	4
O=C(NNC(=O)C1CC1c1ccccc1)c1ccccc1F (configuration not stated)	-2	-4	98	99	-7	-5	96	98	94	102	10
COc1cc([C@@H]2[C@H]3CNCC=C3C(C#N)=C(N)C2(C#N)C#N)ccc1OC(C)C	-2	-53	101	102	-16	9	102	99	100	103	28
CCN(CC)S(=O)(=O)c1ccc(N2CCCC2)c(NS(=O)(=O)c2ccc([N+](=O)[O-])cc2)c1	-5	-24	101	97	-2	5	97	99	96	97	8
CNC(=O)CN(c1cccc2ccccc12)S(C)(=O)=O	8	-2	103	103	x	7	101	102	100	101	9

Single entries from the results shown:
Result of `C[C@]12C[C@H](O)[C@H]3[C@@H](CCC4=CC(=O)CC[C@@]43C)[C@@H]1CC[C@@H]2C(=O)CO` in Rab7 wt modul: 102
Result of `CC(=O)Nc1ccc(NS(=O)(=O)c2cc([N+](=O)[O-])ccc2C)cc1` in Pf gamet viab: 20
Result of `CCc1ccccc1Nc1nc(N)nc(CSCC(=O)Nc2ccc(C)c(C)c2)n1` in Mcl-1 Bim block: -3
Result of `CC1=CS(=O)(=O)CC1Sc1nc(C)n[nH]1` (configuration not stated) in Pf gamet viab: -9

Returning to the listing, repeating the 5 entries before the break.
SMILES	Mcl-1 Bim block	Mcl1 Bid PPI	Rac1 wt GTP bind	HRas wt GTP bind	Pf gamet viab	Mcl1-Noxa inh	Rab2A wt mod	Cdc42 wt	Rac1 act GTP bind	Rab7 wt modul	Avidin bead fluor
CC1CCc2c(sc(NS(=O)(=O)c3ccccc3)c2C(=O)OC(C)C)C1 (configuration not stated)	-1	-20	99	98	15	6	96	99	95	96	4
O=C(NNC(=O)C1CC1c1ccccc1)c1ccccc1F (configuration not stated)	-2	-4	98	99	-7	-5	96	98	94	102	10
COc1cc([C@@H]2[C@H]3CNCC=C3C(C#N)=C(N)C2(C#N)C#N)ccc1OC(C)C	-2	-53	101	102	-16	9	102	99	100	103	28
CCN(CC)S(=O)(=O)c1ccc(N2CCCC2)c(NS(=O)(=O)c2ccc([N+](=O)[O-])cc2)c1	-5	-24	101	97	-2	5	97	99	96	97	8
CNC(=O)CN(c1cccc2ccccc12)S(C)(=O)=O	8	-2	103	103	x	7	101	102	100	101	9
COCC(=O)Nc1ccc(C(=O)Nc2ccccc2Cl)cc1	-1	1	98	100	x	-13	98	96	96	103	10
COc1ccc(S(=O)(=O)NCCSc2ccc(Cl)cc2)cc1OC	-4	-5	101	98	-3	-10	99	96	99	95	20
Oc1ccccc1Nc1nc(NCC2CCCO2)c2ccccc2n1 (configuration not stated)	3	-53	102	99	x	35	98	101	100	95	3
C/C(=N\O)c1c(C)c2ccccc2n1C	1	-16	105	101	x	2	100	102	100	102	7
C/C(=N\NC(=S)NCc1ccccc1)c1ccc(Cl)cc1	-1	-45	96	97	x	21	96	98	97	96	1
Cc1cc(C)c(NC(=O)c2oc3ccccc3c2COc2ccccc2)c(C)c1	-1	-19	105	101	-15	3	99	104	99	102	6
Cc1ccc(N2/C(=N/c3nc(C)cc(C)n3)NC(=O)CC2C(=O)O)cc1 (configuration not stated)	-6	20	101	99	x	29	101	97	98	100	9
CC1(C)CC(=O)C(C(C2=C(O)CC(C)(C)CC2=O)c2ccc(Cl)c([N+](=O)[O-])c2)C(=O)C1 (configuration not stated)	1	3	88	89	4	8	89	89	91	90	6
O=C(NC1CCCc2c1cnn2-c1ccc(F)cc1F)c1ccccn1 (configuration not stated)	0	-10	95	93	-6	-6	96	94	94	94	11
COc1ccc(N(CC(=O)O)S(=O)(=O)c2ccccc2[N+](=O)[O-])c(OC)c1	1	-2	u	u	x	4	u	u	u	u	11
CC(=O)Nc1ccc(NC(=O)C(C)n2nc([N+](=O)[O-])c(Br)c2C)cc1 (configuration not stated)	0	-20	97	100	3	0	100	100	98	92	14
CCOC(=O)c1cc(OC(=O)c2cccnc2)n(-c2ccccc2)n1	-4	19	96	96	x	10	98	96	97	99	22
CCSc1nnc(NC(=O)c2ccc(S(=O)(=O)N(C)C)cc2)s1	-3	2	101	98	10	5	96	98	95	98	11
COc1cc(S(=O)(=O)N(Cc2cccs2)CC2CCCO2)ccc1-n1cnnn1 (configuration not stated)	-3	14	110	106	16	-7	105	107	101	104	50*
O=C(Cc1cnc2ncnn2c1)N1CCc2c([nH]c3ccccc23)C1c1ccccn1 (configuration not stated)	3	-13	108	104	24	21	103	107	104	102	6
Cn1c(=O)n(C)c2cc(C(=O)c3ccccc3)ccc21	0	3	u	u	-5	4	u	u	u	u	12
Cc1cnc(C(=O)N2CCCC(C(=O)c3ccc(Cl)cc3C)C2)cn1 (configuration not stated)	-3	-11	97	95	10	13	97	99	96	95	17
CC(C)(C)n1nnnc1C(c1cccnc1)N(Cc1ccccc1)Cc1cccs1 (configuration not stated)	0	7	106	104	x	0	103	104	103	102	11
CCC(C)(C)n1nnnc1C(c1cc2cc(C)cc(C)c2[nH]c1=O)N1CCN(C(=O)c2ccco2)CC1 (configuration not stated)	-4	6	106	101	x	24	97	101	100	98	11
Cc1ccc(C(=O)NC(=S)NCc2cccnc2)cc1	-2	-44	98	98	16	-4	97	98	97	100	12

Three compounds from above, ordered by the value under HRas wt GTP bind, largest number first:
SMILES	HRas wt GTP bind
CCc1ccccc1Nc1nc(N)nc(CSCC(=O)Nc2ccc(C)c(C)c2)n1	102
CC(=O)Nc1ccc(NC(=O)C(C)n2nc([N+](=O)[O-])c(Br)c2C)cc1 (configuration not stated)	100
Oc1ccccc1Nc1nc(NCC2CCCO2)c2ccccc2n1 (configuration not stated)	99

(list continues)
SMILES	Mcl-1 Bim block	Mcl1 Bid PPI	Rac1 wt GTP bind	HRas wt GTP bind	Pf gamet viab	Mcl1-Noxa inh	Rab2A wt mod	Cdc42 wt	Rac1 act GTP bind	Rab7 wt modul	Avidin bead fluor
COc1ccccc1-c1n[nH]c(=S)n1-c1ccccc1	-6	-20	105	100	17	17	101	102	96	101	9
CCn1c(/C=C/c2c(C)n(CC)c3ccccc23)nc2ccccc2c1=O	-1	-46	103	100	11	18	100	99	99	98	4
CCOC(=O)c1c(-c2ccc(C)cc2)csc1NC(=O)c1ccc(N2C(=O)CCC2=O)cc1	-3	5	103	102	x	-12	100	100	99	105	11
Cc1nc(/N=C(\N)Nc2ccccc2)nc2ccccc12	4	x	97	97	x	x	96	98	95	99	9
COc1ccccc1N1C(=O)C2ON(c3ccccc3)C(c3ccc(N(C)C)cc3)C2C1=O (configuration not stated)	11	-6	101	99	x	78*	100	97	98	97	12
N#C/C(=C(/O)c1ccc([N+](=O)[O-])cc1)c1nnc2n1CCCCC2	0	-11	96	99	-8	4	100	96	95	102	13
COc1ccc(/C(C)=N/OC/C(O)=C(\C#N)c2nc3ccccc3[nH]2)c(OC)c1	-4	-14	100	96	14	-2	96	97	96	98	6
COc1cc(C(=O)NC(=S)Nc2ccc([N+](=O)[O-])cc2C)cc(OC)c1OC	-5	17	103	100	x	5	101	99	101	98	13
Cc1nn(-c2ccccc2)c(N2CCCC2)c1/C=N/NC(=O)c1cc(-c2ccccc2)nc2ccccc12	-6	-19	107	100	-19	11	100	105	102	98	14
Cc1cc(C)nc(Sc2c(C)n[nH]c2C)n1	7	x	97	98	-14	x	96	98	97	97	8
Cc1ccc(N2C(=O)CC(N3CCN(C4CCc5ccccc5C4)CC3)C2=O)cc1 (configuration not stated)	0	-16	98	98	x	13	97	97	97	97	6
Cc1ccc(N2C(=O)C(O)(C(F)(F)F)C3=C2CC(C)(C)CC3=O)cc1C (configuration not stated)	-2	-7	106	99	x	-23	101	103	100	96	16
COc1ccc(-n2c(C)cc(C(=O)CN3CCC(C)CC3)c2C)cc1	-1	-46	102	96	x	-7	98	99	93	99	26
